Bioassay records (PubChem)
BoNT-A LC inh2 – BoNT/A light chain protease inhibitors, primary screen, biochemical, flow cytometry, MLPCN library; multiplex microsphere protease substrate cleavage; 0.17% of 360,000 active; Botulinum neurotoxin type A light chain protease (Clostridium botulinum A str. ATCC 3502); inhibition, % at 10 µM; also: plate controls were buffer without enzyme for full effect and enzyme alone for no effect
PrPC surface inh – inhibitors of human cell surface prion protein PrPC, primary screen, cell-based, TR-FRET; TR-FRET read-out; inhibition, % at 13.8 µM; Major prion protein (Homo sapiens), P04156; AID 720596, 2013; 0.43% of 370,000 active; in the data active = inhibition above about 24%; also: 0% = median of the test wells and 100% = reference compound wells
PfHsp40 rescue – rescue of yeast from PfHsp40 toxicity, primary screen, S. cerevisiae, ATP luminescence. S. cerevisiae expressing PfHsp40, growth rescue. growth rescue, % at 12.5 µM. 0.68% of 340,000 active. AID 504582, 2011; in the data active = growth rescue above about 28%, passing the limit was not always enough;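 also: yeast W303a lacking pdr1 and pdr3 grown in galactose medium; growth measured after three days at 30 °C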
TcdB inh – TcdB glycohydrolase inhibitors, primary screen, biochemical, single point, plate reader; TcdB glycohydrolase enzymatic assay; AID 652162, 2013; Toxin B (Clostridioides difficile), P18177; inhibition, % at 9.99 µM; 0.24% of 350,000 active; in the data active = inhibition above about 10%
Anthrax LF prot – Bacillus anthracis LF protease inhibitors, primary screen, biochemical, multiplex microsphere, MLPCN library; Lethal factor (Bacillus anthracis), P15917; AID 588501, 2011; 0.12% of 360,000 active; inhibition, % at 10 µM; multiplex microsphere protease cleavage assay; also: plate controls were buffer without enzyme for full effect and enzyme alone for no effect
Target sequence (P15917 whole entry, looked up): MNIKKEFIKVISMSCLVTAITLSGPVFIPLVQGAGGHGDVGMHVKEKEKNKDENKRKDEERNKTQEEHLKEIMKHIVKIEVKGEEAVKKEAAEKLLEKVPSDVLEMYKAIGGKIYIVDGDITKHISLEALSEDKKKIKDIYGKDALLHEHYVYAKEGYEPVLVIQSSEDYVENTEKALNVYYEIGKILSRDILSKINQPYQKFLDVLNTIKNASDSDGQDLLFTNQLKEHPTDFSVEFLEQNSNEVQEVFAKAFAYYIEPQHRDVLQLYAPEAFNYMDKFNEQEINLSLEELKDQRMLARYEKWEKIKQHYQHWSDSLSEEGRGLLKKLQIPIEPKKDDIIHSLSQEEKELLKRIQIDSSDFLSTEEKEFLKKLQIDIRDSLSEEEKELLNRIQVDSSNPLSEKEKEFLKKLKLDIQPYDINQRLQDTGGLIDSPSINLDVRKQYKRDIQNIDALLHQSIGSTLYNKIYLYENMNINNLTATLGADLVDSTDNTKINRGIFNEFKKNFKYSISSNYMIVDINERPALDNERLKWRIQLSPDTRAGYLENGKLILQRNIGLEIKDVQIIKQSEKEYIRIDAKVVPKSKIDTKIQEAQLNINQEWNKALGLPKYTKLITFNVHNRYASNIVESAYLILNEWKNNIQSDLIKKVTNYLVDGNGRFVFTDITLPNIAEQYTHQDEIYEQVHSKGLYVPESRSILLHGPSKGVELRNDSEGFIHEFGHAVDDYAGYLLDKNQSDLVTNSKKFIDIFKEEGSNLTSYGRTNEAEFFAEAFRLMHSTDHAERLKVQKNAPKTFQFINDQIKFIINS
Vc quorum ag – inducers of Vibrio cholerae quorum light production without autoinducers, primary screen, BH1578 luxS cqsA deficient, single point; activation, % at 18.7 µM; 0.16% of 350,000 active; V. cholerae BH1578 lux reporter, luminescence, 6 h; in the data active = activation mostly above about 9.7%, no sharp cut-off; also: not every result past the cut was called active; inactives centre near 0; reference of the scale not given here
SSB-PriA inh – inhibitors of Klebsiella pneumoniae PriA binding to SSB C-terminal tail, primary screen, biochemical, AlphaScreen; AlphaScreen SSBct-PriA binding, biotinylated peptide; inhibition, % at 33 µM; 0.6% of 430,000 active; PriA–SSB C-terminal tail interaction (Klebsiella pneumoniae); in the data active = inhibition mostly above about 37%, no sharp cut-off; inactive = mostly below about 20%;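 also: plate controls were negative control peptide for no effect and reference peptide for full effect; strong numbers were not always called active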
3CLpro inhibitor – SARS-CoV 3CLpro protease inhibitors, primary screen, biochemical, quenched FRET. 0.14% of 290,000 active. recombinant SARS-CoV 3CLpro, quenched FRET peptide cleavage. inhibition, % at 6 µM. AID 1706, 2009. Replicase polyprotein 1ab (Severe acute respiratory syndrome coronavirus), P0C6X7; in the data active = inhibition above about 12%
Yp Topo-I inh – Yersinia pestis topoisomerase I inhibitors, primary screen, biochemical, cleavage product accumulation, plate reader, single point. Y. pestis Topo-I cleavage product accumulation. activity, % at 10 µM. DNA topoisomerase I (Yersinia pestis CO92). 0.064% of 360,000 active; in the data active = activity above about 50%, passing the limit was not always enough; also: inactives centre near 2
* hit, by the source's call; i = inactive; / = not tested or not shown. Rule as the data show it, unless noted: active = inhibition above about 30%; inconclusive = no clear call, values can overlap the other calls; inactive = below that. A portion of the library, so the mix of outcomes need not match the whole.

Sequence of screens – Anthrax LF prot	TcdB inh	Yp Topo-I inh	PfHsp40 rescue	3CLpro inhibitor	BoNT-A LC inh2	SSB-PriA inh	Vc quorum ag	PrPC surface inh
- Cc1ccc(-c2nnn3c2nc(NCCc2ccc(S(N)(=O)=O)cc2)c2ccccc23)cc1
 : -3	0.7	-2	-0.7	-1	0.1	-1	-0.6	-1
- N#CCSc1ccccc1NC(=O)COC(=O)CCNC(=O)c1ccc([N+](=O)[O-])cc1
 : 3	1.6	0	1.0	/	-2.3	8	9.3	-3
- COc1ccc(C(CCO)NC(=O)c2cccs2)cc1OC (stereo unspecified)
 : -4	1.8	5	-0.2	-5	-0.4	-8	-2.8	3
- COc1cc(/C=C/C(=O)OCC(=O)Nc2c(C)n(C)n(-c3ccccc3)c2=O)cc(OC)c1OC
 : -5	1.4	-1	-1.2	/	-0.8	-30	-4.5	-1
- O=C(COc1ccc(F)cc1)NCCN1CCCC1
 : -4	-0.1	-6	-0.8	-2	-0.4	-12	i	-9
- Cc1ccc(-c2c(C)n([O-])c3c([n+]2=O)CCCC3)o1
 : 6	/	-5	-1.3	3	0.2	10	i	2
- COc1ccc2[nH]c3c(=O)n(CCCN4CCOCC4)cnc3c2c1
 : -3	3.0	35	-0.7	4	-0.4	-1	-0.4	2
- Cc1ccc(CN2C(=O)NC(=O)C3(Cc4c(nc5ccccn5c4=O)N4CCCCCC43)C2=O)cc1 (stereo unspecified)
 : -7	/	10	0.4	5	-0.4	-3	-0.3	-1
- CN(C)C(=S)NC(=O)C12CC3(C)CC(C)(CC(C)(C3)C1)C2
 : -2	-0.6	2	0.7	2	-3.0	1	i	6
- CCOC(=O)c1c(NC(=O)C(C)Sc2cccc[n+]2[O-])sc2c1CCN(Cc1ccccc1)C2 (stereo unspecified)
 : 8	/	3	-1.3	4	45*	26	-0.3	/
- O=C(CSc1nnc(-c2ccco2)n1Cc1ccccc1)c1ccccc1
 : 1	/	30	-0.9	1	-0.2	4	-0.4	2
- COc1ccc(CCNC(=O)CO/N=C/c2cc3c(cc2Br)OCO3)cc1OC
 : -3	1.4	1	-0.7	4	-1.1	/	-2.3	-2
- Cc1ccc(NC(=O)CN(C)CC(=O)Nc2cccc(F)c2)cc1[N+](=O)[O-]
 : -3	/	15	0.7	-5	0.2	20	-0.3	0
- O=C(O)c1ccc(C=NN=Cc2ccco2)cc1
 : -1	1.1	2	0.3	/	-0.3	-19	-1.0	-4
- Cc1ccc(S(=O)(=O)C2(C(=O)Nc3ccc(Br)cc3)CC2)cc1
 : 0	1.3	13	1.3	0	-0.7	0	-5.6	-1
- CCC(=O)Nc1ccccc1C(=O)N1CCOCC1
 : 2	/	2	-1.0	-4	0.8	-3	-0.7	2
- COc1ccc(/C=C(/NC(=O)c2ccccc2)C(=O)Nc2cccc(C(=O)O)c2)cc1
 : -1	-1.3	4	0.1	-3	-0.3	-9	i	-2
- Cc1ccc2c(c1)cc(CN(Cc1ccc3c(c1)OCO3)C(=O)c1cnccn1)c1nnnn12
 : 2	/	0	-0.7	-10	-0.8	-16	/	4
- Cc1ccccc1-n1cc(C(=O)c2cc(Cl)ccc2O)cc(C#N)c1=O
 : -3	/	-2	2.0	-2	-1.0	9	-0.2	1
- COc1cc2c(cc1OC)CC(=O)N(C)CC2
 : 2	-0.1	-1	-1.3	1	-0.6	-3	-0.2	5
- CCOC(=O)Cc1nnc(NC(=O)C(CC)Sc2nnc3c4ccccc4n(C)c3n2)s1 (stereo unspecified)
 : 0	/	1	-0.3	-4	1.5	1	-5.0	2
- COc1ccc2c(c1)Cc1sc(NC(=O)c3cccnc3)nc1-2
 : -2	1.4	5	2.5	-8	-0.6	7	-0.6	-9
- CCN(CC)c1ccc(/C=N/OCC(=O)Nc2cccc(C)c2)cc1
 : 0	/	-1	5.8	2	1.8	/	-0.4	13
- COc1cccc(C(=O)Nn2cnnc2)c1
 : -2	1.2	-15	-1.0	4	-0.4	-5	-1.5	-2
- O=C(Nc1ccccc1)C1CCOC1=O (stereo unspecified)
 : /	0.3	-4	/	/	/	-1	i	8
- CCC(C)NC(=O)C1CCN(c2nc(C)cc(C)n2)CC1 (stereo unspecified)
 : -4	/	-3	-1.0	4	2.1	-16	-0.4	4
- O=C(Nc1ccc(Cl)cc1)OCc1ccccn1
 : 7	/	0	0.1	0	-0.5	-7	-28	1
- CNC(=O)Cn1nc(C)c(S(=O)(=O)N2CCOCC2)c1C
 : -7	0.2	3	-1.1	/	0.1	6	i	-2
- CC1=CC(C)(C)NC(=S)N1c1ccc(Cl)cc1
 : -4	1.0	-2	-1.0	/	-0.1	-10	i	2
- CCOC(=O)c1ccc(-c2ccc3c(=O)c4ccccc4n(C)c3c2)cc1F
 : 5	0.7	11	-1.2	-3	6.9	-18	-11	-8

The closing 3 records of the section before are carried over, then new ones follow:
Sequence of screens – Anthrax LF prot	TcdB inh	Yp Topo-I inh	PfHsp40 rescue	3CLpro inhibitor	BoNT-A LC inh2	SSB-PriA inh	Vc quorum ag	PrPC surface inh
- CNC(=O)Cn1nc(C)c(S(=O)(=O)N2CCOCC2)c1C
 : -7	0.2	3	-1.1	/	0.1	6	i	-2
- CC1=CC(C)(C)NC(=S)N1c1ccc(Cl)cc1
 : -4	1.0	-2	-1.0	/	-0.1	-10	i	2
- CCOC(=O)c1ccc(-c2ccc3c(=O)c4ccccc4n(C)c3c2)cc1F
 : 5	0.7	11	-1.2	-3	6.9	-18	-11	-8
- CCOC(=O)c1cc(-c2ccccc2)sc1NC(=O)C(C)Sc1nnc(N)s1 (stereo unspecified)
 : -1	/	35	1.0	4	-0.7	-9	-0.3	6
- CC(C)NC(=O)CSCc1c(Cl)cccc1Cl
 : -2	/	4	-1.1	1	0.3	-12	0.4	-3
- CCC(=O)c1ccccc1OCCCN1CCC(Cc2ccccc2)CC1
 : 2	-6.2	17	1.2	-7	-0.3	7	i	5
- CCC12CN3CC(CC)(CN(C1)C3c1ccc([N+](=O)[O-])o1)C2=O (stereo unspecified)
 : -6	0.9	-13	-0.5	-5	1.0	-11	-0.7	-35
- CC(C)CN(C(=O)CCc1ccccc1Cl)c1c(N)n(Cc2ccccc2)c(=O)[nH]c1=O
 : 0	-1.9	8	2.9	/	-3.0	-11	2.9	-6
- CN(C)c1ccc(CNn2cnnc2SCc2ccc(F)cc2)cc1
 : -1	/	2	0.4	-1	1.1	16	6.2	3
- S=C(Nc1ccccc1Cl)N1CCCC1
 : -2	-0.4	4	0.3	-4	-0.1	0	0.8	-4
- O=C(OCC(=O)N1CCCC1)c1ccc(O)cc1
 : 2	2.1	-6	-1.4	-2	1.3	-6	-0.1	1
- Cn1c(=O)[nH]c(=O)c2c1nc(NCCCn1ccnc1)n2CCOc1ccccc1
 : -1	/	4	-0.9	-1	0.5	-13	i	-7
- CO/N=C/c1cccn1-c1nccc(OC)c1C#N
 : -5	0.6	7	-1.6	-1	0.1	/	0.2	-6
- CCN(CC)S(=O)(=O)c1ccc(S(=O)(=O)N2CCC(N3CCCCC3)CC2)cc1
 : -2	1.2	3	0.6	4	1.7	-18	i	0
- O=C(NNC(=O)c1cc(-c2cccc(Br)c2)nc2ccccc12)c1csc(N2CCOCC2)n1
 : -2	2.6	-2	1.7	/	-4.0	-10	-0.7	2
- O=C(Nc1cccc2ncccc12)c1ccc2c(c1)OCCO2
 : -3	/	-6	-1.6	-2	-0.2	10	i	0
- CCCc1nnc(NC(=O)CCC(=O)NCCc2ccc(Cl)cc2)s1
 : -1	-0.2	5	0.2	6	2.2	-11	-0.1	1
- CNC(=O)COC(=O)/C=C/c1cn(-c2ccccc2)nc1-c1ccc2c(c1)OCCO2
 : 1	0.7	1	-0.5	0	0.4	-5	1.0	2
- O=C(CSc1nccn1Cc1ccc(F)cc1)NC1CCCCC1
 : -8	6.6	6	/	/	0.1	/	-0.3	7
- CCCn1c(C(C)NS(=O)(=O)c2ccccc2)n[nH]c1=S (stereo unspecified)
 : 2	-0.7	-6	-0.9	-8	0.7	-4	-0.3	-6
- CCCCN1C[C@H](c2ccc(OC)cc2)[C@@H](CC(=O)Nc2ccc(Br)cc2)C1=O
 : -10	-0.5	11	/	/	0.2	/	-0.3	6
- CS(=O)(=O)N(CC(=O)N1CCCC1)c1ccccc1Br
 : -11	2.4	2	0.2	-10	1.2	-1	i	-7
- CCOc1ccc(OCC)c(-c2c(=O)n(OCc3ccccc3C(=O)OC)c3ccccc3[n+]2[O-])c1
 : -5	/	30	-0.1	-4	1.2	20	i	-15
- CC12C(=O)N(CCC(=O)O)C(=O)C1C1C=CC2C1 (stereo unspecified)
 : -1	/	0	0.7	-2	-0.7	-4	-0.1	5
- CCC(C)C1NC(=O)C(C(C)=O)=C1O (stereo unspecified)
 : -12	0.1	3	-1.3	/	-0.5	-7	-0.6	-6
- O=C(CSc1nc2ccccc2o1)c1cc2ccccc2oc1=O
 : -12	/	-2	-1.4	-4	0.2	0	0.6	-5
- COc1ccc(OC)c(NC(=O)COC(=O)COc2ccc(Nc3ccccc3)cc2)c1
 : -9	-0.1	6	0.2	/	0.8	4	1.1	3
- CCCNC(=O)N1CCN(S(=O)(=O)c2ccc3c(c2)OCCO3)CC1
 : 5	1.6	3	0.1	/	0.7	-8	i	-3
- C=CCn1c(COc2cc(C)ccc2C(C)C)nnc1SCC(=O)c1c(N)n(C)c(=O)n(C)c1=O
 : -3	-0.3	21	-0.8	0	0.1	-7	-0.3	3
- Cc1nc2ccccn2c1-c1csc(Nc2ccc(C(=O)O)cc2)n1
 : -4	-3.4	-2	0.5	-6	-2.2	-4	-0.1	7
- O=C(Cc1ccc(S(=O)(=O)N2CCCC2)s1)N1CCOCC1
 : -5	/	4	0.2	-2	0.0	-18	i	-5
- CCN1CCN(C(c2cccc(OC)c2OC)c2nnnn2Cc2ccco2)CC1 (stereo unspecified)
 : -2	-0.5	-14	0.8	1	-1.0	-12	-0.4	-7
- C/C(=N/NC(=O)c1ccc(Br)o1)c1cccc(NC(=O)c2ccc(C)o2)c1
 : -3	/	8	1.3	7	-0.6	/	i	9
